From PubChem BioAssay
BioA inh: blocks M. tuberculosis BioA enzyme activity. purified M. tuberculosis BioA enzyme, plate reader. inhibition, % at 9.99 µM. actives 0.096% (n = 360,000); in the data active = inhibition above about 40%
* = called active by the depositor.

compound,BioA inh
CCNC(=O)C[C@@H]1CC[C@H]2[C@@H](COC[C@H](O)CN2C(=O)c2cccnc2)O1,-3.8
COc1ccc(C#Cc2ccc3c(c2)[C@H]2[C@H](CCN2C(=O)C2CC2)[C@H](CO)N3)cc1,-4.5
C[C@@H]1CN([C@@H](C)CO)C(=O)c2ccccc2-c2ccccc2CO[C@@H]1CN(C)C(=O)Nc1ccnc(N2CCOCC2)c1,0.0
C[C@@H]1CN([C@H](C)CO)C(=O)c2ccccc2-c2ccccc2CO[C@H]1CN(C)S(=O)(=O)c1ccccc1F,0.5
CO[C@@H]1CN(C)C(=O)c2cc(NC(=O)c3ccc(F)cc3)ccc2OC[C@H](C)NC[C@@H]1C,0.6
CCCC#Cc1cnc2c(c1)C(=O)N([C@H](C)CO)C[C@@H](C)[C@@H](CN(C)Cc1ccccc1)O2,6.9
CC(C)[C@@H](C)NC(=O)N(C)C[C@@H]1OCc2ccccc2-c2ccccc2C(=O)N([C@H](C)CO)C[C@@H]1C,-1.0
C[C@@H]1CN([C@H](C)CO)C(=O)CCCn2cc(nn2)CO[C@@H]1CN(C)S(=O)(=O)c1cn(C)cn1,0.6
O=C(C1CCOCC1)N1CC[C@@H]2[C@H]1c1cc(-c3ccc(F)cc3)ccc1N[C@@H]2CO,0.4
O=C(C[C@@H]1CC[C@@H]2[C@H](COC[C@H](O)CN2CC2CCCCC2)O1)NCC1CC1,1.5
CCN(C[C@@H]1[C@H](c2ccccc2)[C@@H](CO)N1CC1CC1)C(=O)c1ccccn1,-1.2
C[C@H](CO)N1C[C@H](C)[C@@H](CN(C)C(=O)C2CCC2)Oc2ncc(-c3ccccc3F)cc2C1=O,2.9
COc1ccc(S(=O)(=O)Nc2cccc3c2O[C@@H](CN(C)Cc2ccncc2)[C@@H](C)CN([C@H](C)CO)C3=O)cc1,-2.5
O=C(C[C@H]1CC[C@@H]2[C@H](COC[C@H](O)CN2Cc2cccc(C(F)(F)F)c2)O1)NCCc1ccncc1,-1.8
COc1ccc(NC(=O)N2CCCCN3[C@H](C2)[C@H](c2ccc(C#Cc4ccccc4)cc2)[C@@H]3CO)cc1,4.3
C[C@@H]1CN([C@H](C)CO)C(=O)c2ccccc2-c2ccccc2CO[C@@H]1CN(C)S(=O)(=O)CC(F)(F)F,-1.2
CC(C)CC#Cc1cnc2c(c1)C(=O)N([C@@H](C)CO)C[C@H](C)[C@@H](CN(C)Cc1cncnc1)O2,0.2
C[C@H]1CCCCO[C@H](CN(C)Cc2ccncc2)[C@@H](C)CN([C@@H](C)CO)C(=O)c2cc(NS(=O)(=O)c3cccs3)ccc2O1,-3.0
C[C@@H]1CCCCO[C@H](CN(C)C(=O)Nc2cccc3ccccc23)[C@@H](C)CN([C@@H](C)CO)C(=O)c2cc(NC(=O)Cc3ccccc3)ccc2O1,0.9
CCN1[C@@H]2Cn3c(ccc(-c4ccccc4F)c3=O)[C@H]1[C@@H](C(=O)NCc1ccccc1)[C@@H]2CO,-0.7

6 compounds picked at random from those above:
compound,BioA inh
C[C@@H]1CCCCO[C@H](CN(C)C(=O)Nc2cccc3ccccc23)[C@@H](C)CN([C@@H](C)CO)C(=O)c2cc(NC(=O)Cc3ccccc3)ccc2O1,0.9
CC(C)CC#Cc1cnc2c(c1)C(=O)N([C@@H](C)CO)C[C@H](C)[C@@H](CN(C)Cc1cncnc1)O2,0.2
COc1ccc(S(=O)(=O)Nc2cccc3c2O[C@@H](CN(C)Cc2ccncc2)[C@@H](C)CN([C@H](C)CO)C3=O)cc1,-2.5
C[C@H](CO)N1C[C@H](C)[C@@H](CN(C)C(=O)C2CCC2)Oc2ncc(-c3ccccc3F)cc2C1=O,2.9
COc1ccc(NC(=O)N2CCCCN3[C@H](C2)[C@H](c2ccc(C#Cc4ccccc4)cc2)[C@@H]3CO)cc1,4.3
O=C(C[C@H]1CC[C@@H]2[C@H](COC[C@H](O)CN2Cc2cccc(C(F)(F)F)c2)O1)NCCc1ccncc1,-1.8

(further entries)
compound,BioA inh
Cc1noc(C)c1NC(=O)N(C)C[C@H]1OCCCC[C@@H](C)Oc2ccc(NC(=O)Cc3ccccc3)cc2C(=O)N([C@H](C)CO)C[C@H]1C,5.4
Cc1ccc(S(=O)(=O)Nc2ccc3c(c2)CC(=O)N([C@H](C)CO)C[C@H](C)[C@H](CN(C)S(=O)(=O)c2cccs2)O3)cc1,-1.7
CCCN1[C@H](C(=O)NCCCN(C)C)[C@@H](CO)[C@@H]2Cn3c(ccc(C4=CCCC4)c3=O)[C@@H]21,-1.5
C[C@H]1CN([C@@H](C)CO)S(=O)(=O)c2ccc(C#CCN(C)C)cc2O[C@@H]1CN(C)C(=O)c1ccccc1F,1.0
CO[C@@H]1CN(C)C(=O)c2ccc(NC(=O)Nc3cc(Cl)cc(Cl)c3)cc2OC[C@H](C)NC[C@H]1C,-2.6
CC(C)C#Cc1cnc2c(c1)C(=O)N([C@H](C)CO)C[C@@H](C)[C@H](CN(C)C(=O)C1CCC1)O2,-0.5
COc1ccc(NC(=O)Nc2cccc3c2O[C@H](CN(C)CC2CC2)[C@@H](C)CN([C@H](C)CO)C3=O)cc1,0.7
C[C@@H]1CCCCO[C@H](CN(C)Cc2ccc(C(F)(F)F)cc2)[C@@H](C)CN([C@@H](C)CO)C(=O)c2cc(NC(=O)Nc3cccc4ccccc34)ccc2O1,-3.2
C[C@H]1CN([C@@H](C)CO)C(=O)Cc2cc(NC(=O)Nc3cccc4ccccc34)ccc2O[C@H]1CN(C)Cc1ccccc1,-1.7
C[C@@H]1CN([C@@H](C)CO)C(=O)c2cccc(N(C)C)c2O[C@@H]1CN(C)Cc1ccc(C(F)(F)F)cc1,-0.9
C[C@H](O)C#Cc1ccc2c(c1)O[C@@H](CN(C)C(=O)Cc1ccccn1)[C@@H](C)CN([C@@H](C)CO)S2(=O)=O,2.9
COCc1cn(CC[C@H]2CC[C@H](NC(=O)CCN3CCCCC3)[C@H](CO)O2)nn1,-0.7
CN1CCN(C(=O)C[C@H]2C[C@@H]3c4cc(NC(=O)C5CCOCC5)ccc4O[C@@H]3[C@H](CO)O2)CC1,0.4
C[C@@H]1CN([C@@H](C)CO)C(=O)c2cc(-c3cccc(F)c3)cnc2O[C@@H]1CN(C)C(=O)Nc1ccccc1F,-2.2
C[C@H](CO)N1C[C@H](C)[C@H](CN(C)C(=O)C2CC2)Oc2cc(-c3cccc(C#N)c3)ccc2S1(=O)=O,-1.5
O=C(Cc1ccccn1)N[C@H]1CC[C@@H](CCNC(=O)c2cc(Cl)cc(Cl)c2)O[C@H]1CO,-6.5
C[C@H](CO)N1C[C@H](C)[C@@H](CN(C)C(=O)Nc2ccc(F)cc2)Oc2ncc(C#Cc3ccc(F)cc3)cc2C1=O,0.3
Cc1ccc(S(=O)(=O)N(C)C[C@H]2Oc3ccc(NC(=O)CCCN(C)C)cc3C(=O)N([C@H](C)CO)C[C@@H]2C)cc1,-3.0
COC(=O)C[C@@H]1CC[C@@H]2[C@@H](COc3ccc(NC(=O)C4CC4)cc3C(=O)N2C)O1,-1.3
C[C@@H]1CN([C@@H](C)CO)C(=O)Cc2cc(NC(=O)Nc3ccc(F)cc3)ccc2O[C@H]1CN(C)S(=O)(=O)c1ccc(Cl)cc1,-2.1
C[C@@H]1CN([C@H](C)CO)C(=O)Cc2cc(NC(=O)CCN3CCOCC3)ccc2O[C@H]1CN(C)Cc1ccc2c(c1)OCO2,-6.2
COc1ccc(NC(=O)Nc2ccc3c(c2)C(=O)N([C@@H](C)CO)C[C@@H](C)[C@H](CN(C)Cc2ccncc2)OCCCC[C@@H](C)O3)cc1,5.0
COc1ccc(CN(C)C[C@@H]2OCCCC[C@@H](C)Oc3ccc(NC(=O)Cc4ccccc4)cc3C(=O)N([C@@H](C)CO)C[C@@H]2C)cc1,4.5
COc1ccc(S(=O)(=O)N(C)C[C@H]2Oc3ncc(-c4ccncc4)cc3C(=O)N([C@H](C)CO)C[C@@H]2C)cc1,13
O=C(Cc1ccccc1)N1C[C@@H]2[C@H](c3ccccc31)[C@@H](CO)N2C(=O)Cc1ccccc1,-1.1
C[C@@H]1CN([C@H](C)CO)C(=O)c2cc(NS(C)(=O)=O)ccc2O[C@H]1CN(C)Cc1ccc(Oc2ccccc2)cc1,0.0
C[C@@H]1CCCCO[C@H](CN(C)C(=O)c2ccncc2)[C@H](C)CN([C@H](C)CO)C(=O)c2cc(NC(=O)c3ccccc3)ccc2O1,-5.1
C[C@H]1CN([C@@H](C)CO)C(=O)c2cccc(NC(=O)Nc3ccc(F)cc3)c2O[C@@H]1CN(C)Cc1ccccc1,4.0
O=C(C[C@H]1CC[C@H]2[C@@H](COC[C@H](O)CN2C(=O)Nc2ccccc2)O1)NCc1ccncn1,-1.0
CN1CCN(C(=O)C[C@@H]2CC[C@@H]3[C@H](COC[C@@H](O)CN3C(=O)Nc3cc(Cl)cc(Cl)c3)O2)CC1,1.9
C[C@H]1CN([C@@H](C)CO)C(=O)c2cc(C#CC3CCCCC3)cnc2O[C@H]1CN(C)S(=O)(=O)c1cccc(F)c1,0.6
CN1CCN(C(=O)C[C@H]2C[C@@H]3c4cc(NC(=O)Nc5ccc(C(F)(F)F)cc5)ccc4O[C@@H]3[C@H](CO)O2)CC1,0.0
COc1ccc([Si](C)(C)[C@@H]2[C@@H](CCO)O[C@]3(C(=O)N(Cc4ccccc4)c4ccc(N5C(=O)c6cccc7cccc5c67)cc43)[C@H]2C)cc1,0.8
CC(=O)N1[C@H](CO)[C@H](c2ccc(-c3cccc(F)c3)cc2)[C@H]1CNC(=O)C1CC1,-0.2
O=C(N[C@H]1C=C[C@@H](CC(=O)N2CCCCC2)O[C@H]1CO)c1cccc(F)c1,-1.6
C[C@H](CO)N1C[C@H](C)[C@H](CN(C)C(=O)c2cccc(F)c2)Oc2cc(-c3ccncc3)ccc2S1(=O)=O,3.8
CO[C@H]1CC[C@@H]2CCN(C)C(=O)[C@@H](C)[C@@H](OC)CN(C)C(=O)c3cc(C#N)ccc3OC[C@@H]1O2,2.0
CC(C)(O)C#Cc1ccc([C@H]2[C@@H](CO)N3CCCCN(C(=O)c4cccnc4)C[C@H]23)cc1,-4.5
CC(C)NC(=O)N(C)C[C@H]1Oc2ccc(NC(=O)C3CC3)cc2C(=O)N([C@H](C)CO)C[C@H]1C,-0.5
C[C@H](CO)N1C[C@H](C)[C@H](CN(C)C(=O)CC2CC2)Oc2cc(C3=CCCCC3)ccc2S1(=O)=O,2.4

Looked up above:
Under BioA inh, CC(C)(O)C#Cc1ccc([C@H]2[C@@H](CO)N3CCCCN(C(=O)c4cccnc4)C[C@H]23)cc1 reads -4.5
Under BioA inh, C[C@H](CO)N1C[C@H](C)[C@H](CN(C)C(=O)c2cccc(F)c2)Oc2cc(-c3ccncc3)ccc2S1(=O)=O reads 3.8
Under BioA inh, O=C(N[C@H]1C=C[C@@H](CC(=O)N2CCCCC2)O[C@H]1CO)c1cccc(F)c1 reads -1.6
Under BioA inh, CC(=O)N1[C@H](CO)[C@H](c2ccc(-c3cccc(F)c3)cc2)[C@H]1CNC(=O)C1CC1 reads -0.2
Under BioA inh, CC(C)NC(=O)N(C)C[C@H]1Oc2ccc(NC(=O)C3CC3)cc2C(=O)N([C@H](C)CO)C[C@H]1C reads -0.5

Later entries
compound,BioA inh
C[C@@H]1CN([C@@H](C)CO)C(=O)Cc2cc(NC(=O)C3CC3)ccc2O[C@H]1CN(C)S(C)(=O)=O,1.2
C[C@H](CO)N1C[C@H](C)[C@@H](CN(C)Cc2ccccc2)Oc2ccc(NC(=O)Cc3cn(C)c4ccccc34)cc2CC1=O,1.5
C[C@H](NC(=O)C[C@H]1C[C@@H]2c3cc(NS(C)(=O)=O)ccc3O[C@@H]2[C@@H](CO)O1)c1ccccc1,2.6
CNC(=O)C[C@H]1CC[C@H]2[C@@H](COc3ccc(NC(=O)c4ccc(OC)cc4)cc3C(=O)N2C)O1,-1.9
CN1C(=O)c2cc(NC(=O)Cc3ccccc3)ccc2OC[C@@H]2O[C@@H](CC(=O)O)CC[C@H]21,0.0
C/C=C/c1ccc([C@H]2[C@@H](C#N)N(C(=O)NC3CCCCC3)[C@H]2CO)cc1,-3.1
O=C(c1ccccn1)N1C[C@H]2[C@@H](c3ccccc31)[C@H](CO)N2C(=O)Cc1ccccc1,2.3
C[C@@H]1CN([C@H](C)CO)C(=O)c2cc(-c3ccc(F)cc3)cnc2O[C@@H]1CN(C)C(=O)NC1CCCC1,0.1
Cc1ccc(-c2ccc3c(c2)O[C@H](CN(C)Cc2cccc(C(=O)O)c2)[C@@H](C)CN([C@H](C)CO)S3(=O)=O)cc1,5.9
C/C=C/c1cnc2c(c1)C(=O)N([C@@H](C)CO)C[C@H](C)[C@H](CN(C)Cc1ccc3c(c1)OCO3)O2,-0.4
O=C(C[C@@H]1CC[C@H]2[C@@H](COC[C@H](O)CN2C(=O)c2ccccc2F)O1)NCc1ccc(-c2ccccc2)cc1,0.0
CC(C)NC(=O)N1[C@@H](CO)[C@@H]2c3ccccc3N(C(=O)Nc3ccccc3)C[C@@H]21,-0.3
CCCC#Cc1ccc([C@H]2[C@@H](CO)N3CCCCN(Cc4ccncc4)C[C@H]23)cc1,-2.8
COCC(=O)NC[C@@H]1[C@H](c2ccccc2)[C@@H](CO)N1C(=O)c1ccccc1,3.7
CCCNC(=O)N(C)C[C@H]1Oc2cc(C#CCN(C)C)ccc2S(=O)(=O)N([C@@H](C)CO)C[C@H]1C,1.0
COc1ccccc1C#Cc1cnc2c(c1)C(=O)N([C@@H](C)CO)C[C@@H](C)[C@H](CN(C)S(=O)(=O)c1cn(C)cn1)O2,-2.3
O=C(O)C[C@H]1C[C@@H]2c3cc(NC(=O)c4ccc5c(c4)OCO5)ccc3O[C@@H]2[C@H](CO)O1,-0.1
CC(C)NC(=O)N(C)C[C@@H]1Oc2cc(C3=CCCCC3)ccc2S(=O)(=O)N([C@@H](C)CO)C[C@H]1C,2.4
C[C@H](CO)N1C[C@H](C)[C@@H](CN(C)C)OCCCC[C@H](C)Oc2ccc(NS(=O)(=O)c3cccs3)cc2C1=O,-0.7
O=C(CN1CCOCC1)NCC[C@@H]1CC[C@@H](NS(=O)(=O)c2ccc(Cl)cc2)[C@@H](CO)O1,-1.4
O=C(NCC[C@H]1CC[C@@H](NC(=O)c2ccccc2F)[C@@H](CO)O1)c1cnccn1,-6.0
Cc1cccc(CN(C)C[C@@H]2OCc3cnnn3CCCC(=O)N([C@H](C)CO)C[C@@H]2C)c1,-0.5

Only part of the results is shown; the hit share may differ from the screen's.
